IDH1 R132H inh: inhibitors of human mutant IDH1 R132H; Potency, µM (highest dose often 76.6 µM), for inactives: at the top dose activity change, negative = inhibition, most hits filed as inhibitors; O75874; 390,000 compounds, 0.093% hits; AID 602179; IDH1-R132H enzyme, NADPH consumption, diaphorase/resazurin fluorescence; further: potency means the concentration at half of the fitted maximal effect; on the % scale 0 is the no-effect control and ±100 the full control effect; nearly all actives have a fitted effect of over 65% in size
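IDH1-R132H (0.5 ug/mL) preincubated 30 min with compound, then NADPH (0.016 mM) and alpha-KG (2 mM) added; 80 min at RT, pH 7.5. Remaining NADPH coupled via diaphorase/resazurin to fluorescence (540/590 nm); concentration-response curves normalized to no-enzyme control.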
TrxR1 inh: rat TrxR1 inhibition | Potency, µM (highest dose often 114 µM), without a hit: at the top dose activity change, negative = inhibition, actives largely listed as inhibitors | O89049 | recombinant rTrxR1, NADPH fluorescence consumption, selenite substrate | 390,000 compounds, 1% hits; further: potency means the concentration at half of the fitted maximal effect; on the % scale 0 is the no-effect control and ±100 the full control effect; nearly all actives have a fitted effect of over 65% in size
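Rat TrxR1 (90 nM in the dispensed reagent) was pre-reduced with 400 uM NADPH for 5 min at room temperature, then incubated with compound for 15 min. After 400 uM selenite was added, NADPH fluorescence (Ex 340/Em 450 nm) was followed for 8 min.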
TrxR1 substrate: rat thioredoxin reductase 1 substrate activity; AID 588456; 390,000 compounds, 0.01% hits; O89049; purified TrxR1 substrate turnover, NADPH consumption readout; Potency, µM (top dose mostly 114 µM), inactives show at the top dose activity change, negative = substrate turnover; further: potency means the concentration at half of the fitted maximal effect; on the % scale 0 is the no-effect control and ±100 the full control effect; nearly all actives have a fitted effect of over 50% in size
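Rat TrxR1, dispensed at 90 nM, was prereduced with 400 uM NADPH (final) for 5 min at ~22 deg C, then incubated with compound 15 min before 400 uM selenite. A first-read NADPH fluorescence drop versus no-compound background flagged substrates.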
D2 antagonist: antagonists of human D2 dopamine receptor. HEK293 TREx D2 cells, calcium flux, dopamine EC80. P14416. 340,000 compounds, 2% hits. inhibition, % at 10 µM; in the data active means inhibition above about 30%; further: 0% is about no effect
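Overnight-induced (tetracycline, 30 C) HEK293 T-REx cells carrying force-coupled D2 receive a no-wash calcium dye, then compound, then EC80 dopamine at 180 s; signals are read kinetically throughout.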
D2 ag: agonists of human D2 dopamine receptor; AID 485358; activation, % at 2 µM; HEK293 T-REx D2 cells, calcium flux agonist mode; 340,000 compounds, 0.53% hits;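 active means activation over 3 SD above normal in the single-dose calcium agonist read, cut at about 30% in these data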; further: 0% is about no effect
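Tetracycline-induced HEK293 Trex cells with D2 receptor force-coupled to calcium signaling, plated overnight at 30 C and loaded with no-wash calcium dye. Calcium flux read kinetically for 180 s after compound addition; responses flag agonists.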
TRHR agonist: agonists of human TRH receptor. P34981. AID 493084. TRHR cells, calcium flux fluo-8, FDSS agonist mode. 360,000 compounds, 0.18% hits. activation, % at 2 µM; in the data active means activation above about 30%; further: 0% is about no effect
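Agonist-mode FDSS calcium read (Ex 480/Em 530, 1 s cycles) in 1536-well TRHR cells with fluo-8 dye, after 10-cycle baseline and 23 nL compound addition; TRH at EC20 (10 nM final) added afterwards for the enhancer phase.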
Pin1 inhibitor: inhibitors of human Pin1; Q13526; Pin1 FP peptide displacement, HiFluor488, 10 min; Potency, µM (titrated, usually from 115 µM), for inactives: at the top dose activity, negative = inhibition, actives largely listed as inhibitors; 390,000 compounds, 0.009% hits; AID 504891; active means well fitted inhibition curve with a large enough effect in the polarisation, with a control signal flat, not every such curve was filed as active; inconclusive means small, poorly fitted or top-dose-only effect, or effect the other way, or a change in a side signal; inactive means no such curve, though single readings can be large or run the other way; the % refers to the polarisation; further: potency means the concentration at half of the fitted maximal effect; on the % scale 0 is the no-effect control and ±100 the full control effect
Target sequence (Q13526 whole entry, looked up): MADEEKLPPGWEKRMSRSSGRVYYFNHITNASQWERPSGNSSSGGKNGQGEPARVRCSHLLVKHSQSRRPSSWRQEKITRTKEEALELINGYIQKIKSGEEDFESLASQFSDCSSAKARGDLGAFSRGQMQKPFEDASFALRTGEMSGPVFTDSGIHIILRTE
TRHR PAM: TRH receptor (human) allosteric enhancement; TRHR cells, fluo-8 calcium fluorescence, EC20 TRH enhancement; enhancement, % at 2 µM; 360,000 compounds, 0.66% hits; in the data active means enhancement above about 30%; further: 0% is about no effect
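TRHR-expressing cells loaded with fluo-8 calcium dye were read kinetically (ex 480/em 530) during compound addition, then stimulated with an EC20 of TRH (10 nM final). Enhancement of the Gq-mediated intracellular calcium response was scored.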
USP1-UAF1 inh: blocks the human USP1/UAF1 deubiquitinase complex; O94782; recombinant USP1/UAF1, Ub-Rhodamine cleavage fluorescence; Potency, µM (doses to about 57.1 µM), without a hit: at the highest dose activity change, negative = inhibition, most hits filed as inhibitors; 390,000 compounds, 0.23% hits; AID 743255; further: potency means the concentration at half of the fitted maximal effect; on the % scale 0 is the no-effect control and ±100 the full control effect; nearly all actives have a fitted effect of over 60% in size; inactives centre near -12
Target sequence (O94782 whole entry, looked up): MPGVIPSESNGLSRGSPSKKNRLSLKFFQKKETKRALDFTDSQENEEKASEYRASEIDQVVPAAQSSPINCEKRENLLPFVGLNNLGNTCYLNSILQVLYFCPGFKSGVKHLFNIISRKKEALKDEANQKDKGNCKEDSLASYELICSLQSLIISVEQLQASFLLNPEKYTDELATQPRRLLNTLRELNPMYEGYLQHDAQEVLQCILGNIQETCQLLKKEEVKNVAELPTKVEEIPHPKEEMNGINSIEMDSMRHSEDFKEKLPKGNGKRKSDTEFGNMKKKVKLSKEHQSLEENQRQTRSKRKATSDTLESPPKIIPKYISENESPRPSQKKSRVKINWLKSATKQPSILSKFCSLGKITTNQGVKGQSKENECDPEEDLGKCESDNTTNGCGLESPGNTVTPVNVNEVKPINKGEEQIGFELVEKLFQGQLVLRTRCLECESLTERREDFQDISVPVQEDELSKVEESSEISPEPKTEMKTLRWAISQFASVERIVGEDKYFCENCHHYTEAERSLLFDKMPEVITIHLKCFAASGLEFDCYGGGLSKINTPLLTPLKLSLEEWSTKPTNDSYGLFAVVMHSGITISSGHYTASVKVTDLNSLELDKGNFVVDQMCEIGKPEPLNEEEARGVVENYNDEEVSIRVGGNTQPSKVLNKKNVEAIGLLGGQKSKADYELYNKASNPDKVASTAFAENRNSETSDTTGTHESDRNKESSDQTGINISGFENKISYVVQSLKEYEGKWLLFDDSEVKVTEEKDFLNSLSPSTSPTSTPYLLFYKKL
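Step one: compound is pinned into 1nM USP1/UAF1 in HEPES pH 7.8 buffer with TCEP. Step two: 15 min room-temperature incubation. Step three: Ub-Rho (150nM final) starts cleavage, tracked by fluorescence over six one-minute reads.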
Numbers without * were called inactive; u = inconclusive; x = no result given; & = joins results of further samples; [ ] = remark or other dose. Unless noted, the call rests on the fitted dose curve; in most records, active means well fitted inhibition curve with a large enough effect; inconclusive means small, poorly fitted or top-dose-only effect; inactive means no such curve, though single readings can be large or run the other way. Only part of the results is shown, so the mix of outcomes need not match the whole.

Start of the data: the first 10 entries, ahead of the listing:
SMILES	IDH1 R132H inh	TrxR1 inh	TrxR1 substrate	D2 antagonist	D2 ag	TRHR agonist	Pin1 inhibitor	TRHR PAM	USP1-UAF1 inh
Cc1ccc(S(=O)(=O)CC(C)N2CCN(C3CCCCC3)CC2)cc1 (configuration not stated)	0%	28%	9%	-10	0.3	-1.0	-2%	2	-6%
O=C(COc1ccccc1Cl)Nc1ccc2oc(=O)ccc2c1	0%	5%	9%	-20	4.3	0.5	8%	1	-15%
S=C(Nc1ccccc1Cl)N1CCN(Cc2ccccc2)CC1	4%	u	-6%	2	0.4	-0.1	0%	1	-12%
CO/N=C/c1cn(-c2ccc(Cl)cc2)nn1	-2%	11%[57.1 µM]	3%[57.1 µM]	14	33*	-0.4	-4%	-1	-21%
Cc1cc(C)c2c(CC(=O)Nc3nnc(C(C)C)s3)coc2c1	-4%	24%	11%	x	0.0	0.2	6%	-3	-13%
COc1ccc(N=Cc2c(OC)ccc3ccccc23)cc1	3%	22%[11.4 µM]	8%[11.4 µM]	x	x	x	1%	x	-12%
CCC(=Nc1ccccc1OC)C1=C(O)CC(c2ccccc2)CC1=O (configuration not stated)	-8%	4%	-4%	8	-0.4	0.1	-10%	-2	-12%
C=CCn1c(SCC(=O)N(C)C2CCS(=O)(=O)C2)nc2ccccc2c1=O (configuration not stated)	-4%	14%	-1%	-20	0.7	0.0	3%	7	-12%
COc1cc2nc(CN3C(=O)c4ccccc4C3=O)oc(=O)c2cc1OC	2%	-7%	-10%	12	-0.1	-0.6	-4%	-1	-8%
CCOc1cc2c(cc1OCC)CN(CC(=O)Nc1ccccc1C(=O)NC1CC1)CC2	3%	4%	-1%	-6	-0.5	-0.1	4%	7	-11%

The listing, from the start:
SMILES	IDH1 R132H inh	TrxR1 inh	TrxR1 substrate	D2 antagonist	D2 ag	TRHR agonist	Pin1 inhibitor	TRHR PAM	USP1-UAF1 inh
Cc1ccc(S(=O)(=O)CC(C)N2CCN(C3CCCCC3)CC2)cc1 (configuration not stated)	0%	28%	9%	-10	0.3	-1.0	-2%	2	-6%
O=C(COc1ccccc1Cl)Nc1ccc2oc(=O)ccc2c1	0%	5%	9%	-20	4.3	0.5	8%	1	-15%
S=C(Nc1ccccc1Cl)N1CCN(Cc2ccccc2)CC1	4%	u	-6%	2	0.4	-0.1	0%	1	-12%
CO/N=C/c1cn(-c2ccc(Cl)cc2)nn1	-2%	11%[57.1 µM]	3%[57.1 µM]	14	33*	-0.4	-4%	-1	-21%
Cc1cc(C)c2c(CC(=O)Nc3nnc(C(C)C)s3)coc2c1	-4%	24%	11%	x	0.0	0.2	6%	-3	-13%
COc1ccc(N=Cc2c(OC)ccc3ccccc23)cc1	3%	22%[11.4 µM]	8%[11.4 µM]	x	x	x	1%	x	-12%
CCC(=Nc1ccccc1OC)C1=C(O)CC(c2ccccc2)CC1=O (configuration not stated)	-8%	4%	-4%	8	-0.4	0.1	-10%	-2	-12%
C=CCn1c(SCC(=O)N(C)C2CCS(=O)(=O)C2)nc2ccccc2c1=O (configuration not stated)	-4%	14%	-1%	-20	0.7	0.0	3%	7	-12%
COc1cc2nc(CN3C(=O)c4ccccc4C3=O)oc(=O)c2cc1OC	2%	-7%	-10%	12	-0.1	-0.6	-4%	-1	-8%
CCOc1cc2c(cc1OCC)CN(CC(=O)Nc1ccccc1C(=O)NC1CC1)CC2	3%	4%	-1%	-6	-0.5	-0.1	4%	7	-11%
Cc1ccc(N(CC(=O)N2CCN(c3cccc(Cl)c3)CC2)S(=O)(=O)c2c(C)noc2C)cc1	-5%	30%	4%	x	0.1	1.3	7%	1	-22%
O=C(NC1CCCCCC1)c1nnc(Cc2ccc(Cl)cc2)o1	8%	16%	7%	-32	-1.0	0.0	0%	0	-26%
Clc1ccc(Cn2cc(/C=N/n3cnnc3)c3ccccc32)cc1	5%	3%[57.1 µM]	4%[57.1 µM]	3	0.7	-0.1	0%	-1	-15%
O=C(COC(=O)CNC(=O)c1sc2ccccc2c1Cl)Nc1cc(Cl)cc(Cl)c1	15%	22%	3%	17	0.3	0.8	-1%	-3	4%
CCOc1ccc(S(=O)(=O)NCCC(=O)N(C)CC(=O)Nc2ccc(N3CCOCC3)cc2)cc1	-3%	1%	-4%	-1	0.7	-0.1	-8%	2	2%
C=CCC(NCc1ccccc1)c1ccccc1 (configuration not stated)	24%	2%[57.1 µM]	13%[57.1 µM]	3	-0.3	-0.5	-1%	0	6%
C/C(=N\OC(=O)c1ccc(F)cc1)c1sc(-c2ccc(Cl)cc2)nc1C	20%	10%	7%	x	x	x	-21%	x	-24%
Cc1ccc(S(=O)(=O)c2c(N)n(-c3ccccc3)c3nc4ccccc4nc23)cc1	-13%	33%[57.1 µM]	69%[activator][57.1 µM]	9	1.0	0.9	42%[activator]	2	-6%
CC(C)(C)SC(=O)C[C@@H]1NS(=O)(=O)OC2CCCCC21 (some centres not stated)	10%	26%[57.1 µM]	16%[57.1 µM]	-9	-1.4	-0.3	4%	0	12%
CCCN1CCN(C(=O)Cn2nc(C)n3c(cc4c(OC)cccc43)c2=O)CC1	5%	15%	149%[activator]	x	x	x	1%	x	-15%
Cc1cc(C(=O)N/N=C/c2ccc(O)c([N+](=O)[O-])c2)n[nH]1	-5%	-19%	u	-5	-1.2	-0.3	-3%	-1	-16%
COc1ccc(CNS(=O)(=O)c2ccc(C)cc2)cc1	3%	-4%[57.1 µM]	2%[57.1 µM]	x	x	x	-1%&-1%	x	-8%
O=C1C(Nc2ccccc2)=C(N2CCCCC2)C(=O)c2ccccc21	0%	u	6%	-18	-0.3	0.4	-11%	-3	25µM*
Cn1c(=O)c2c(c3ccccc31)OC(=O)CC2c1ccc(C(F)(F)F)cc1 (configuration not stated)	-19%	13%[11.4 µM]	13%	x	-0.4	0.0	-4%	-4	-23%
COC(=O)c1cc(-c2cccc([N+](=O)[O-])c2)c2c(=O)[nH]c(=O)n(C)c2n1	6%	24%	4%	4	-2.7	-2.4	-10%	-1	-18%
(list continues)
SMILES	IDH1 R132H inh	TrxR1 inh	TrxR1 substrate	D2 antagonist	D2 ag	TRHR agonist	Pin1 inhibitor	TRHR PAM	USP1-UAF1 inh
O=C(NC(=S)Nc1cccc(Cl)c1N1CCCCC1)c1ccc2c(c1)OCCO2	1%	3%	0%	x	x	-0.7	14%	3	-9%
COc1ccc(-n2ncc(C(=O)Nc3ccc4c(c3)OCO4)c2C2CCN(C(=O)OC(C)(C)C)CC2)cc1	9%	18%	-6%	x	0.2	-0.4	-15%	-10	-16%
CCOC(=O)c1cc(C)n(CC2CCC(C(=O)Nc3cc(OC)cc(OC)c3)CC2)c1C (configuration not stated)	11%	21%	-3%	x	4.0	0.9	9%	-1	-1%
CCC(C)(C)n1nnnc1C(C(C)C)N1CCN(C(=O)c2ccco2)CC1 (configuration not stated)	-8%	5%	0%	19	0.4	0.2	-6%	-3	-27%
CN1C2CCC1CC(OC(=O)c1c[nH]c3ccccc13)C2 (configuration not stated)	-5%&1%	18%[57.1 µM]	12%[57.1 µM]	19&-6	2.5&1.3	1.9&1.5	0%&-8%	4&8	-9%&1%
Cc1ccc2c(c1)N(CC(=O)NCc1cccc(Cl)c1)C(=O)c1cccnc1O2	19%	14%[57.1 µM]	6%[57.1 µM]	x	-0.6	-0.3	u	10	-19%
CC(=O)c1nn(-c2ccccc2)cc1C(=O)c1ccc(Br)cc1	5%	11%[57.1 µM]	4%[57.1 µM]	x	x	0.0	0%	12	-22%
CCOc1ccccc1C(=O)NC(C)c1ccc(-n2ccnc2)cc1 (configuration not stated)	7%	9%	8%	0	-0.8	-0.9	5%	-3	-1%
COC(=O)c1ccc(NC(=O)CN2C(=O)CSC2=O)cc1	11%	6%	0%	2	0.4	2.3	-2%	11	-2%
COc1ccc(NC(=O)Nc2cc(C)cc(C)c2)cn1	0%	13%	2%	-3	0.5	-0.3	u	0	-19%
COc1cccc(CN(C)S(=O)(=O)c2ccc3c(c2)OCCO3)c1	2%	4%	-9%	0	-0.7	-1.0	18%	-5	-5%
Cc1cc(OCCCn2ccnc2)cc(C)c1Cl	5%	5%	1%	21	-0.6	-0.2	1%	-7	-2%
Cc1ccc(N2CC(NC(=O)c3ccccc3Br)CC2=O)cc1 (configuration not stated)	0%	-2%[57.1 µM]	0%[57.1 µM]	x	0.9	0.5	-10%	4	4%
Cc1ccc(C)c2[nH]c(=O)c(CCNC(=O)c3ccc(Br)o3)cc12	3%	-6%[57.1 µM]	13%[57.1 µM]	x	x	x	-4%	x	-7%
CC(=O)Nc1ccc(S(=O)(=O)NCCCCNS(=O)(=O)c2ccc(NC(C)=O)cc2)cc1	4%	3%[57.1 µM]	3%[57.1 µM]	-7	-0.1	0.0	-4%	-6	-7%
O=C(c1ccccc1O)N1CCOCC1	2%	10%	8%	15	0.3	0.7	-4%	-7	-8%
O=S(=O)(c1ccc(-c2nnc(SCc3ccccc3)o2)cc1)N1CCCC1	2%	14%	-6%	2	2.3	2.4	u	-4	-16%
Cn1c(=O)c2ccccc2n(CC(=O)NC2CCCC2)c1=O	0%	-9%	-3%	3	-0.2	-0.2	-9%	14	-20%
O=C(CN1C(=O)S/C(=C\c2ccccc2F)C1=O)Nc1ccccc1O	0%	11%	0%	10	-1.0	-0.1	-1%	0	-13%
COc1ccc(/C=C/C(=O)OCC(=O)NCc2ccco2)cc1OC	5%	-5%[57.1 µM]	8%[57.1 µM]	-5	0.4	0.3	3%	-9	-13%
CCCn1c(-c2cccnc2Cl)nc2cc(Cl)c(Cl)cc21	4%	14%	8%	-16	15	0.1	13%	-5	-20%
